Source: PubChem BioAssay (Broad Institute)
ROS inducer = ROS inducers in U2OS cancer cells, primary screen, cell-based, H2DCF-DA fluorescence. U2OS ROS induction. ROS induction (% of piperlongumine), % at 10 µM. 2% of 46,000 active. AID 624156, 2012; in the data active = ROS induction above about 79%, passing the limit was not always enough; inconclusive = no clear call, values can overlap the other calls;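 note: 0% = DMSO vehicle median and 100% = reference compound median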
* marks the source's active call; other numbers are inactive results; ? = inconclusive. The list is partial (hit frequency here may not be typical).

SMILES	ROS inducer
CNC[C@@H]1Oc2ccc(NS(=O)(=O)c3ccc(Cl)cc3)cc2C(=O)N([C@@H](C)CO)C[C@@H]1C	-6
C[C@@H]1CN([C@@H](C)CO)C(=O)c2cccc(NS(=O)(=O)c3cccs3)c2O[C@@H]1CN(C)S(C)(=O)=O	20
Cc1ccc(-c2nnc(Nc3ccccc3)c3ccccc23)cc1S(=O)(=O)NC(C)(C)C	-4
COc1ccc(Nc2nc(N)nc(CSc3nc4cc(OC)ccc4s3)n2)cc1	15
CCN(CC(=O)Nc1cc(C(F)(F)F)ccc1Cl)S(=O)(=O)c1ccc(C)cc1	6
CCN(CC(=O)Nc1cccc(C(C)=O)c1)S(=O)(=O)c1ccc(C)cc1	4
CC(C)NC(=O)N(C)C[C@@H]1Oc2ccc(NC(=O)NC3CCCCC3)cc2C(=O)N([C@H](C)CO)C[C@H]1C	2
Cc1ccc(S(=O)(=O)N(C)C[C@H]2Oc3ccc(NC(=O)Cc4cn(C)c5ccccc45)cc3C(=O)N([C@@H](C)CO)C[C@H]2C)cc1	5
Nc1ccc(Oc2ccccc2)cc1	17
CC(=O)N1CCN(c2ccc(OCC3CO[C@](Cn4ccnc4)(c4ccc(Cl)cc4Cl)O3)cc2)CC1 (stereo partly specified)	54
C[C@@H]1CN([C@@H](C)CO)C(=O)c2cc(NC(=O)Nc3ccc(F)cc3)ccc2O[C@@H]1CN(C)Cc1ccc(Cl)c(Cl)c1	20
Cc1ccccc1CN(C)C[C@H]1OCc2cn(nn2)CCCC(=O)N([C@@H](C)CO)C[C@@H]1C	4
CC(C)NC(=O)N(C)C[C@@H]1Oc2c(NC(=O)C3CC3)cccc2C(=O)N([C@H](C)CO)C[C@H]1C	-7
COc1ccc(NC(=O)Nc2ccc3c(c2)C(=O)N([C@@H](C)CO)C[C@@H](C)[C@@H](CN(C)C(=O)Nc2ccc(F)cc2)O3)cc1	32
O=C(Nc1ccccc1Cl)c1cc2ccccc2oc1=O	6
C[C@@H]1CN([C@H](C)CO)C(=O)Cc2cc(NS(=O)(=O)c3cn(C)cn3)ccc2O[C@H]1CN(C)C(=O)Nc1ccc2c(c1)OCO2	2
CN1C(=O)C2C(C1=O)C1C=C(CCCO)C2C(c2ccc(CN3CCCC3)cc2)N1Cc1sc2ccccc2c1Cl (stereo unspecified)	18
O=C1C(=O)N(Cc2ccc(Cl)c(Cl)c2)c2ccccc21	3
Cc1ccc(/C=C2/Sc3ccccc3NC2=O)cc1	1
C[C@@H]1CN([C@H](C)CO)C(=O)c2cccc(NC(=O)Nc3cccc4ccccc34)c2O[C@@H]1CN(C)S(=O)(=O)c1cccs1	-3

In the list so far, 3 have fluorine:
SMILES	ROS inducer
CCN(CC(=O)Nc1cc(C(F)(F)F)ccc1Cl)S(=O)(=O)c1ccc(C)cc1	6
C[C@@H]1CN([C@@H](C)CO)C(=O)c2cc(NC(=O)Nc3ccc(F)cc3)ccc2O[C@@H]1CN(C)Cc1ccc(Cl)c(Cl)c1	20
COc1ccc(NC(=O)Nc2ccc3c(c2)C(=O)N([C@@H](C)CO)C[C@@H](C)[C@@H](CN(C)C(=O)Nc2ccc(F)cc2)O3)cc1	32

(listing goes on)
SMILES	ROS inducer
O=C(Nc1ccc(-n2cncn2)cc1)c1ccccc1N1CCOCC1	12
Cc1ccc(-n2c(N)c(C#N)c3nc4ccccc4nc32)cc1C	-11
CCOC(=O)CS(=O)(=O)c1nc(-c2ccc(F)cc2)cc(C(F)(F)F)n1	6
O=C1SC(c2ccccc2)=N/C1=C/c1ccco1	-2
O=C(Nc1sc2c(c1C(=O)NCc1ccco1)CCCC2)c1cccs1	39
C[C@@H]1CN([C@@H](C)CO)C(=O)Cc2cc(NC(=O)Cn3cnnn3)ccc2O[C@@H]1CN(C)S(C)(=O)=O	1
C[C@H](CO)N1C[C@H](C)[C@@H](CN(C)Cc2ccc(-c3ccccc3)cc2)Oc2ccc(NC(=O)c3ccncc3)cc2C1=O	19
C[C@H](CO)N1C[C@H](C)[C@@H](CN(C)Cc2ccc(C(=O)O)cc2)Oc2c(NC(=O)Nc3cccc4ccccc34)cccc2C1=O	-4
Cc1ccc(NC(=O)CSc2nc3c(oc4ccccc43)c(=O)n2Cc2ccc(F)cc2)c(C)c1	-6
COC(=O)C(NC(=O)c1cccc(NC=O)c1O)C(C)O (stereo unspecified)	-10
COc1ccc(S(=O)(=O)N(C)C[C@H]2Oc3c(NC(=O)c4nc5ccccc5s4)cccc3C(=O)N([C@@H](C)CO)C[C@H]2C)cc1	13
C=CCOc1ccc2ccccc2c1CNc1nn[nH]n1	10
Cc1ccc(NC(=O)CSc2nc3sc4c(c3c(=O)n2-c2ccccc2)CCCC4)c(C)c1	-2
CC(C)(C)c1cc2oc3c(c2c(C=NCc2ccncc2)c1O)CCCC3	-15
COc1ccc(OC)c(NC(=O)COc2ccc3c4c(c(=O)oc3c2)CCCC4)c1	-29
C[C@@H]1CN([C@@H](C)CO)C(=O)c2cccc(NS(=O)(=O)c3ccc(F)cc3)c2O[C@H]1CN(C)C(=O)Nc1cccc2ccccc12	-1
O=C(CC1Sc2ccccc2NC1=O)Nc1ccccc1[N+](=O)[O-] (stereo unspecified)	2
C[C@@H]1CN([C@H](C)CO)C(=O)c2cccc(NC(=O)C3CCOCC3)c2O[C@H]1CN(C)Cc1ccc(C(=O)O)cc1	-8
C[C@H]1CN([C@@H](C)CO)C(=O)c2cc(NC(=O)Cn3cnnn3)ccc2O[C@@H]1CN(C)Cc1ccncc1	4
CNC(=O)c1ccc(C(C)(C)C)cc1	0

6 of the compounds above, as a markdown table.
| compound | ROS inducer |
| --- | --- |
| O=C(Nc1ccc(-n2cncn2)cc1)c1ccccc1N1CCOCC1 | 12 |
| Cc1ccc(-n2c(N)c(C#N)c3nc4ccccc4nc32)cc1C | -11 |
| CCOC(=O)CS(=O)(=O)c1nc(-c2ccc(F)cc2)cc(C(F)(F)F)n1 | 6 |
| O=C1SC(c2ccccc2)=N/C1=C/c1ccco1 | -2 |
| O=C(Nc1sc2c(c1C(=O)NCc1ccco1)CCCC2)c1cccs1 | 39 |
| C[C@@H]1CN([C@@H](C)CO)C(=O)Cc2cc(NC(=O)Cn3cnnn3)ccc2O[C@@H]1CN(C)S(C)(=O)=O | 1 |

Remaining list, next part:
SMILES	ROS inducer
CC(=O)N1CCSc2cc(S(=O)(=O)Nc3cccc(C)c3)ccc21	19
CCc1ccc(-n2c(SCC(=O)Nc3cccc(C)c3)nnc2-c2ccccc2)cc1	-8
C[C@@H]1CN([C@@H](C)CO)C(=O)c2cc(NC(=O)Nc3ccc(F)cc3)ccc2O[C@@H]1CN(C)Cc1ccc(-c2ccccc2)cc1	37
CS(=O)(=O)N(CC(=O)Nc1ccccc1-c1ccccc1)c1cccc(C(F)(F)F)c1	8
COc1ccc(C)cc1S(=O)(=O)N1CCCC(C(=O)Nc2ccccc2F)C1 (stereo unspecified)	-6
C[C@@H]1CCCCO[C@@H](CN(C)C(=O)Nc2ccc(F)cc2)[C@@H](C)CN([C@H](C)CO)C(=O)c2cc(NC(=O)C3CCCCC3)ccc2O1	32
Cc1ccc(NC(=O)CSC(=N)N)cc1	0
CC(C)NC(=O)N(C)C[C@H]1Oc2c(NC(=O)c3ccc(-c4nccs4)cc3)cccc2C(=O)N([C@@H](C)CO)C[C@@H]1C	-9
COc1cc2c(cc1O)C(c1cccs1)N(Cc1sc3ccccc3c1Cl)CC2 (stereo unspecified)	16
CC(C)NC(=O)Nc1ccc2c(c1)C(=O)N([C@H](C)CO)C[C@H](C)[C@@H](CN(C)Cc1ccc(C(=O)O)cc1)O2	14
Cc1ccc(-c2nnc(N3CCN(C(=O)CSc4nc5ccccc5o4)CC3)c3ccccc23)cc1	37
O=C(CSc1ncn[nH]1)c1ccc2c(c1)OCCO2	22
O=C1C(C=NC(CO)(CO)CO)=C(O)c2ccccc21	-9
Cc1ccc(Oc2ccc(C)c(C)c2)cc1C	6
O=c1[nH]c(-c2ccccc2O)nc2sc3c(c12)CCCC3	-4
COc1cc(OC)cc(-c2nnc(SCC(=O)Nc3ccc(Cl)cc3)n2-c2ccc(F)cc2)c1	4
CNC[C@H]1Oc2ccc(NC(=O)CCN3CCOCC3)cc2CC(=O)N([C@@H](C)CO)C[C@@H]1C	-10
C[C@H](CO)N1C[C@H](C)[C@H](CN(C)S(=O)(=O)c2ccccc2C#N)OCc2cnnn2CCCC1=O	22
C[C@@H]1CN([C@@H](C)CO)C(=O)c2cccc(NS(C)(=O)=O)c2O[C@H]1CN(C)Cc1ccc(C(F)(F)F)cc1	-1
COc1ccc(NC(=O)Nc2ccc3c(c2)C(=O)N([C@@H](C)CO)C[C@H](C)[C@@H](CN(C)C(=O)Nc2ccc4c(c2)OCO4)O3)cc1	-10
CC1=C(c2ccc(C)cc2)S(=O)(=O)N=C1Nc1ccc(C)cc1	0
CCc1cccc(C)c1NC(=O)CSc1nnc(-c2ccc(Cl)cc2Cl)n1C	2
C[C@@H]1CN([C@@H](C)CO)C(=O)c2cc(N(C)C)ccc2O[C@@H]1CN(C)C(=O)Nc1ccc2c(c1)OCO2	-7
CCS(=O)CCSc1nc(-c2ccc(C)cc2)cc(-c2ccccc2)c1C#N (stereo unspecified)	-8
N=c1ncn(Cc2ccccc2)c2nc(SCC(=O)O)[nH]c12	-16
O=c1cc(-c2ccccc2)oc2ccc(Cl)cc12	34
C[C@@H]1CN([C@H](C)CO)C(=O)c2cc(NC(=O)Cn3cnnn3)ccc2O[C@H]1CN(C)Cc1ccc(C(=O)O)cc1	-3
Cc1nc2ccccc2n1Cc1cccc(Cl)c1	-13
O=C(O)CCCCCC(=O)NN=C1CCCCCCC1	-10
O=S(=O)(c1ccc(-c2ccccn2)s1)N1CCCCC1	-6
C[C@@H]1CN([C@@H](C)CO)C(=O)c2cccc(NC(=O)Nc3ccc(F)cc3)c2O[C@H]1CN(C)Cc1ccc(C(=O)O)cc1	-7
C[C@H]1CN([C@@H](C)CO)C(=O)c2cccc(NC(=O)Nc3ccc4c(c3)OCO4)c2O[C@H]1CN(C)C(=O)Nc1cccc2ccccc12	2
Cc1ccc(Oc2ncccc2NC(=O)c2ccc3c(c2)OCCCO3)c2c1CCC2	27
O=C(N/N=C/c1ccc(-c2ccccc2)c(F)c1)c1ccccc1O	-10
Cc1ccc(C(=O)O)cc1S(=O)(=O)NCCCO	-8
C[C@@H]1CN([C@@H](C)CO)C(=O)c2cc(NC(=O)CCC(F)(F)F)ccc2O[C@@H]1CN(C)C(=O)Nc1ccccc1	-9
N#Cc1c(N)nc(Sc2ccc(Cl)cc2)c(C#N)c1-c1ccccc1	33
Cc1ccc(S(=O)(=O)Nc2cccc3c2O[C@@H](CN(C)S(=O)(=O)c2ccc(F)cc2)[C@H](C)CN([C@H](C)CO)C3=O)cc1	?
C[C@H]1CN([C@@H](C)CO)C(=O)c2cc(NC(=O)Nc3ccccc3)ccc2O[C@@H]1CN(C)S(=O)(=O)c1cn(C)cn1	-5
C[C@H](CO)N1C[C@H](C)[C@@H](CN(C)S(C)(=O)=O)Oc2ccc(NC(=O)C3CC3)cc2C1=O	-5
C[C@@H]1CN([C@@H](C)CO)C(=O)Cc2cc(NC(=O)c3ccncc3)ccc2O[C@@H]1CN(C)S(=O)(=O)c1cccs1	2
COc1ccc(NC(=O)N(C)C[C@H]2Oc3c(NS(=O)(=O)c4ccc(Cl)cc4)cccc3C(=O)N([C@H](C)CO)C[C@@H]2C)cc1	-11
CC(=O)NCCCC[C@@H]1NC(=O)[C@@H]2C[C@H](C(=O)NCc3ccc(F)cc3)[C@H](c3ccc(O)cc3)N2C1=O	11
C[C@@H]1CN([C@@H](C)CO)C(=O)Cc2cc(NC(=O)Cn3cnnn3)ccc2O[C@@H]1CN(C)Cc1ccc(C(F)(F)F)cc1	0
COc1ccc(NC(=O)Nc2cccc3c2O[C@H](CN(C)Cc2ccncc2)[C@H](C)CN([C@@H](C)CO)C3=O)cc1	0
CCc1ccc(/C(C#N)=C/C=C/c2ccccc2)cc1	33
C[C@@H]1CN([C@@H](C)CO)C(=O)c2cccc(NC(=O)C3CCCCC3)c2O[C@@H]1CN(C)Cc1ccncc1	-9
O=C(COc1ccc2ccccc2c1)Nc1ccc(Cc2ccccn2)cc1	-2
CC12CCC(C(=O)O)(c3nc4ccc5ncccc5c4nc31)C2(C)C (stereo unspecified)	1
COCC1OC(OC(C)(C)C2CCC3(C)C=C(C4CCC5C4(C)CC(O)C4OC(C(C)(C)OC6OC(CO)C(O)C(O)C6NC(C)=O)CCC45C)CCC3O2)C(NC(C)=O)C(O)C1O (stereo unspecified)	3
CNC[C@H]1Oc2ccc(NC(=O)C3CCCCC3)cc2CC(=O)N([C@@H](C)CO)C[C@@H]1C	19
COc1ccc(CC(=O)NCc2cc(C)oc2C(F)(F)F)cc1OC	30
O=C1O[C@H](c2ccccc2)[C@H](c2ccccc2)N2[C@H]1[C@@H](C(=O)N1CCN(c3ncccn3)CC1)[C@]1(C(=O)Nc3ccc(C#CC4(O)CCCCCC4)cc31)[C@H]2c1ccc(O)cc1	6
C[C@@H]1CN([C@H](C)CO)C(=O)c2cccc(NC(=O)NC3CCCCC3)c2O[C@H]1CN(C)Cc1ccc(C(F)(F)F)cc1	24
C[C@H](CO)N1C[C@H](C)[C@H](CN(C)S(=O)(=O)c2ccc(Cl)cc2)Oc2c(NC(=O)CCCCCC(=O)Nc3ccccc3N)cccc2C1=O	?
C[C@@H]1CN([C@H](C)CO)C(=O)c2cccc(NC(=O)Nc3ccc4c(c3)OCO4)c2O[C@H]1CN(C)Cc1ccncc1	17
COc1ccc(NC(=O)N(C)C[C@H]2Oc3ccc(NC(=O)Cc4ccccc4)cc3C(=O)N([C@@H](C)CO)C[C@H]2C)cc1	4
CN(C(=O)Cc1noc2ccccc12)c1ccccc1	-6
COc1ccc(CN(C)C[C@H]2Oc3ccc(NS(=O)(=O)c4ccc(F)cc4)cc3C(=O)N([C@H](C)CO)C[C@H]2C)cc1	28
CCC1(CC)C(=O)N(CC(=O)OC)C(=O)N(C)C1=S	1
